FBPA coupling cs: qHTS Assay for Inhibitors of Fructose-1,6-bisphosphate Aldolase from Giardia Lamblia: Coupling assay counterscreen; coupling enzyme system counterscreen, AmpLite Red fluorescence; activity change, negative = inhibition, % at 58.2 µM, hits read low; 290,000 compounds, 0.67% hits; in the data active = activity change below about -30%
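Fluorescence at 525 nm excitation and 598 nm emission measured inhibition of the coupled detection system without aldolase. Compounds (at 57.5 uM final) were preincubated 10 min at room temperature with coupling enzyme reagent before a 20 min substrate/AmpLite Red step.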
Active calls of the source: *; & = joins results of further samples. % is set by controls: 0 for no effect and ±100 for the full control effect. Only part of the results is shown (hit frequency here may not be typical).

CC[C@H](C)[C@H](N)C(=O)N[C@H]1CCC(=O)NCC(C(=O)N[C@@H](Cc2ccc(O)cc2)C(=O)N[C@@H](CCCNC(=N)N)C(=O)N[C@@H](CC(C)C)C(=O)N[C@@H](CCCNC(=N)N)C(=O)N[C@@H](Cc2ccc(O)cc2)C(N)=O)NC(=O)[C@@H]2CCCN2C(=O)[C@@H](NC(=O)[C@@H](N)[C@@H](C)CC)CCC(=O)NCC(C(=O)N[C@@H](Cc2ccc(O)cc2)C(=O)N[C@@H](CCCNC(=N)N)C(=O)N[C@@H](CC(C)C)C(=O)N[C@@H](CCCNC(=N)N)C(=O)N[C@@H](Cc2ccc(O)cc2)C(N)=O)NC(=O)[C@@H]2CCCN2C1=O (some centres undefined)
  FBPA coupling cs: 1
COc1cccc(-c2ccc3ncnc(NCCNC(C)=O)c3c2)c1
  FBPA coupling cs: -2
COc1ccc(-c2nc(-c3ccccc3)oc2Nc2c(C)cccc2C)cc1
  FBPA coupling cs: 3
CCCc1cc2c(n1Cc1ccc(OC)cc1)C(C)C1CN(C(=O)c3ccccc3)C(C)(C(=O)OC)C21 (centres undefined)
  FBPA coupling cs: -8
CCCCCCCC1Cc2ccccc2C(C(C(=O)OC)C(=O)OC)N1C(=O)OC (centres undefined)
  FBPA coupling cs: 0&2
COC(=O)[C@@H]1CC[C@H](C)[C@@H](c2ccc(C)cc2)N1C(=O)c1ccc(/C=N\O[C@@H](C)c2cn([C@H]3COC[C@H]3O)nn2)cc1
  FBPA coupling cs: 2
CCCCC[C@H](O)/C=C/C=C\CCCCCCCCCC(=O)O
  FBPA coupling cs: -1
COc1ccc(CNc2ncnc3ccc(-c4c(C)noc4C)cc23)c(OC)c1
  FBPA coupling cs: 1
Cc1nc2cnc(Oc3cccc(Cl)c3)nc2n(CCC#N)c1=O
  FBPA coupling cs: 1
CN(C)c1ncc2nc(-c3ccccc3)c(=O)n(Cc3cccs3)c2n1
  FBPA coupling cs: 1
COC(=O)[C@@]1(Cc2ccccc2)[C@@H]2[C@@H](CC(=O)[C@H]2CC(=O)C(=O)N(C)C)CN1C(=O)c1ccccc1
  FBPA coupling cs: 1
CO[C@@H]1COC(=O)[C@H]2CCCN2C(=O)[C@@H](C)COC(=O)[C@H](COCc2ccccc2)NC(=O)C/C=C\[C@H]1C
  FBPA coupling cs: 1
CCCC[C@@H]1C[C@H]1C(NC(=O)c1ccccc1)c1ccc(-c2ccccc2)cc1 (some centres undefined)
  FBPA coupling cs: -14
CC[C@H](C)[C@H](NC(=O)CNC(=O)[C@@H](NC(=O)[C@@H](NC(=O)[C@H](Cc1ccc(O)cc1)NC(=O)[C@H](CC(C)C)NC(=O)[C@H](C)NC(=O)[C@H](CCC(N)=O)NC(=O)CNC(=O)[C@@H]1CCCN1C(=O)CNC(=O)[C@H](Cc1ccccc1)NC(=O)[C@H](Cc1cnc[nH]1)NC(=O)[C@@H](NC(=O)CNC(=O)[C@H](CCCNC(=N)N)NC(=O)[C@H](CCCNC(=N)N)NC(=O)[C@@H](NC(=O)[C@H](CC(N)=O)NC(=O)[C@@H](N)CS)[C@@H](C)O)[C@@H](C)CC)[C@@H](C)O)[C@@H](C)O)C(=O)O
  FBPA coupling cs: 1
N#Cc1cccc(-c2ccc3ncnc(NCc4ccccc4)c3c2)c1
  FBPA coupling cs: -1

COc1ccc(Oc2ncc3nc(-c4cc(F)cc(F)c4)c(=O)n(C)c3n2)cc1
  FBPA coupling cs: 0
CC[C@](N)(CCC(=O)O)C(=O)O
  FBPA coupling cs: 0
CC1(C)CCCC2(C)C3C(O)CC2(C)C(O)C31 (centres undefined)
  FBPA coupling cs: 1
C#CCCCO/N=C1/C[C@@H](O)[C@@H](O)[C@@H]2[C@@H]3C(=O)N([C@@H](C)c4ccccc4)C(=O)[C@H]3CC[C@@H]12
  FBPA coupling cs: 1
COc1ccc(Oc2ncc3ncc(=O)n(CCc4ccccc4)c3n2)cc1
  FBPA coupling cs: 0
COc1ccccc1CCn1c(=O)c(-c2cccc(F)c2)nc2cncnc21
  FBPA coupling cs: 2
CCNc1ncc2nc(-c3ccc(F)cc3)c(=O)n(C[C@H]3CCCO3)c2n1
  FBPA coupling cs: 0
COc1ncc2nc(C)c(=O)n(Cc3cccs3)c2n1
  FBPA coupling cs: 3
CS(=O)(=O)N1CCC2(CCCN(Cc3cc(C(F)(F)F)cc(C(F)(F)F)c3)C2)CC1
  FBPA coupling cs: -4
O=C1C2=CC[C@H]3C(=O)N(Cc4ccc5c(c4)OCO5)C(=O)[C@@H]3[C@@H]2[C@H](O)[C@@H]2O[C@H]12
  FBPA coupling cs: 3
CC(=O)NCCNc1nc(-c2ccc3c(c2)OCO3)nc2ccccc12
  FBPA coupling cs: 0
Cc1cnc(CNc2ccnc(-c3cccnc3)n2)cn1
  FBPA coupling cs: 2
COc1cccc2c1N(C)C(=O)CC21C=CC(=O)C=C1
  FBPA coupling cs: -7
Cc1c2ccccc2c(CSC(=N)N)c2ccccc12
  FBPA coupling cs: -5
Cc1cnc(CNc2cc(-c3ccccc3C)ncn2)cn1
  FBPA coupling cs: 3

CC[C@H](C)[C@H](NC(=O)[C@H](CCC(=O)O)NC(=O)[C@H](CO)NC(=O)[C@@H](NC(=O)[C@@H](N)CO)C(C)C)C(=O)N[C@@H](CCC(N)=O)C(=O)N[C@@H](CC(C)C)C(=O)N[C@@H](CCSC)C(=O)N[C@@H](Cc1cnc[nH]1)C(=O)N[C@@H](CC(N)=O)C(=O)N[C@@H](CC(C)C)C(=O)NCC(=O)N[C@@H](CCCCN)C(=O)N[C@@H](Cc1cnc[nH]1)C(=O)N[C@@H](CC(C)C)C(=O)N[C@@H](CC(N)=O)C(=O)N[C@@H](CO)C(=O)N[C@@H](CCSC)C(=O)N[C@@H](CCC(=O)O)C(=O)N[C@@H](CCCNC(=N)N)C(=O)N[C@H](C(=O)N[C@@H](CCC(=O)O)C(=O)N[C@@H](Cc1c[nH]c2ccccc12)C(=O)N[C@@H](CC(C)C)C(=O)N[C@@H](CCCNC(=N)N)C(=O)N[C@@H](CCCCN)C(=O)N[C@@H](CCCCN)C(=O)N[C@@H](CC(C)C)C(=O)N[C@@H](CCC(N)=O)C(=O)N[C@@H](CC(=O)O)C(=O)N[C@H](C(=O)N[C@@H](Cc1cnc[nH]1)C(=O)N[C@@H](CC(N)=O)C(=O)N[C@@H](Cc1ccccc1)C(=O)N[C@H](C(=O)N[C@@H](C)C(=O)N[C@@H](CC(C)C)C(=O)NCC(=O)O)C(C)C)C(C)C)C(C)C
  FBPA coupling cs: -3
CCCCN1CCC[C@@H]1CNC(=O)c1cc(C#N)c2ccccc2c1OC
  FBPA coupling cs: -1
CNC(=O)[C@@]1(C)C=C[C@@H](Cc2ccccc2)N1C(C)=O
  FBPA coupling cs: 2
Cc1nc(NCc2ccccc2)c2nc(-c3ccccc3)n(CC3CCN(C)CC3)c2n1
  FBPA coupling cs: 5
N#Cc1cccc(-c2ccc3ncnc(N4CCNCC4)c3c2)c1
  FBPA coupling cs: 0
O=c1c(-c2ccc(F)cc2)nc2cnc(N3CCOCC3)nc2n1Cc1cccs1
  FBPA coupling cs: 8
O=C1/C(=C/c2ccc(O)c(O)c2)Oc2ccccc21
  FBPA coupling cs: -10
CC(C)NC(=O)N1CC[C@@]2(CCCN(C(=O)c3cccc(F)c3)C2)C1
  FBPA coupling cs: 1
COc1ccc(-n2c(=O)c(-c3cn(C)c4ccccc34)nc3cnc(OC)nc32)cc1
  FBPA coupling cs: 1
CC1(C)CC[C@]2(C(=O)O)C(O)C[C@@]3(C)C(=CCC4[C@@]5(C)CCC(O)C(C)(C)C5CC[C@@]43C)C2C1 (some centres undefined)
  FBPA coupling cs: 1
c1ccc(Nc2nc(-c3cccnc3)nc3ccccc23)cc1
  FBPA coupling cs: -1
COC(=O)N1CCC[C@@]2(CCN(C(=O)Nc3cccc(F)c3)C2)C1
  FBPA coupling cs: 1
COC(=O)c1ccc(C(NC(=O)OCc2ccccc2)/C(F)=C/[C@@H](C)C(=O)N(C)Cc2cccnc2)cc1 (some centres undefined)
  FBPA coupling cs: 8
CNc1ccnc(-c2c(C)noc2C)n1
  FBPA coupling cs: 0
CC(=O)N1CCC[C@@]2(CCN(c3ccncc3)C2)C1
  FBPA coupling cs: -1

Next part; it opens with the 4 that closed the last part.
COC(=O)N1CCC[C@@]2(CCN(C(=O)Nc3cccc(F)c3)C2)C1
  FBPA coupling cs: 1
COC(=O)c1ccc(C(NC(=O)OCc2ccccc2)/C(F)=C/[C@@H](C)C(=O)N(C)Cc2cccnc2)cc1 (some centres undefined)
  FBPA coupling cs: 8
CNc1ccnc(-c2c(C)noc2C)n1
  FBPA coupling cs: 0
CC(=O)N1CCC[C@@]2(CCN(c3ccncc3)C2)C1
  FBPA coupling cs: -1
COc1ccc(Oc2ncc3ncc(=O)n(Cc4ccc(F)cc4)c3n2)cc1
  FBPA coupling cs: -2
CC1CCC(C(=O)O)NC1c1ccc(C#CCN(C)C)cc1 (centres undefined)
  FBPA coupling cs: 0
CN(C)C(=O)c1ccc(-c2ccc3ncnc(NCc4ccccc4)c3c2)cc1
  FBPA coupling cs: 3
CCOC(=O)OCC1OC(C#Cc2ccc(C)cc2C)C=CC1OC(=O)OCC (centres undefined)
  FBPA coupling cs: 1
C[C@@]12CCc3occc3[C@H]1CC[C@]13CC(=O)[C@@H](CC[C@H]12)C3
  FBPA coupling cs: 2
COCCn1c(=O)c(-c2cc(F)cc(F)c2)nc2cnc(Nc3cccc(OC)c3)nc21
  FBPA coupling cs: 3
CN1CCN(c2ncc3nc(-c4cc(F)cc(F)c4)c(=O)n(C)c3n2)CC1
  FBPA coupling cs: 2
C#CC(C)OC(=O)Nc1cccc(Cl)c1 (centres undefined)
  FBPA coupling cs: 1
Cc1ccccc1-c1ccc2ncnc(N(C)Cc3ccco3)c2c1
  FBPA coupling cs: 1
COCC(=O)N1CCC2(CC1)CN(C(c1ccccc1)c1ccccc1)C2
  FBPA coupling cs: -1
COc1ccc([C@H]2OCC3C2CO[C@@H]3c2ccc(OC)c(OC)c2)cc1OC (some centres undefined)
  FBPA coupling cs: 0
COc1cccc([C@@H]2Oc3ccc(OC)cc3C(=O)[C@H]2OC(=O)NCc2ccco2)c1
  FBPA coupling cs: 3
COc1cc2c(cc1OC)[C@@H]1CC(=O)[C@@H](CC(C)C)CN1CC2
  FBPA coupling cs: -1
CCNc1ncc2nc(C)c(=O)n(C[C@H]3CCCO3)c2n1
  FBPA coupling cs: -7
O=C(Nc1cccc(F)c1)N1CCC2(CC1)CCN(C(=O)c1cnccn1)CC2
  FBPA coupling cs: 1

COc1cc2c(cc1OC)C1C(=O)c3c(O)cc4c(c3OC1CO2)C=CC(C)(C)O4 (centres undefined)
  FBPA coupling cs: -10
CC(C)C[C@@H](CC(=O)N[C@H](CC(=O)N[C@@H]1CCCC[C@H]1C(=O)N[C@H](CC(=O)N[C@@H](CCC(=O)O)CC(=O)O)Cc1c[nH]c2ccccc12)C(C)C)NC(=O)[C@@H]1CCCC[C@H]1N
  FBPA coupling cs: -2
O=C(Oc1ccccc1)N1CCC2(CCCN(c3ccc(-c4ccccc4)cc3)C2)CC1
  FBPA coupling cs: -1
COc1cc2oc(=O)cc(-c3cccc(-c4ccc(C(C)=O)cc4)c3)c2c(OC)c1OC
  FBPA coupling cs: 0
CCNc1ncc2nc(-c3cccs3)c(=O)n(C[C@H]3CCCO3)c2n1
  FBPA coupling cs: 2
CC1(C)CCC[C@]2(C)C3CC(=O)O[C@@]3(C)CC[C@H]12 (some centres undefined)
  FBPA coupling cs: 4
Cc1c[nH]c(=O)n(CCCN2CCN(c3ccccc3OCC(F)(F)F)CC2)c1=O
  FBPA coupling cs: 5
S=C(S)O[C@@H]1C[C@@H]2C[C@H]1[C@@H]1CCC[C@H]21
  FBPA coupling cs: 12
CN1CCN(c2ncc3nc(CCc4ccccc4)c(=O)n(Cc4cccs4)c3n2)CC1
  FBPA coupling cs: -1
N[C@H](CCC(=O)NCC(=O)O)C(=O)O
  FBPA coupling cs: 2&0
CN(C)c1ccc(-c2nccc(Nc3ccc(F)cc3)n2)cc1
  FBPA coupling cs: -8
O=C(c1csnn1)N1CCC2(CC1)CN(c1ncccn1)C2
  FBPA coupling cs: 0
CC(C)[C@H]1CC[C@@H](C)C[C@H]1O
  FBPA coupling cs: 4
FC(F)(F)c1ccccc1-c1nccc(NCc2ccccc2)n1
  FBPA coupling cs: -2
COCCn1c(=O)c(-c2cccc(C#N)c2)nc2cnc(N3CCNCC3)nc21
  FBPA coupling cs: 1
CN(C)c1ncc2ncc(=O)n(C)c2n1
  FBPA coupling cs: 1
CC(C)C[C@@H](NC(=O)OCC1c2ccccc2-c2ccccc21)C(=O)O
  FBPA coupling cs: 8

By substructure, those above with a cyano group.
Cc1nc2cnc(Oc3cccc(Cl)c3)nc2n(CCC#N)c1=O
  FBPA coupling cs: 1
N#Cc1cccc(-c2ccc3ncnc(NCc4ccccc4)c3c2)c1
  FBPA coupling cs: -1
CCCCN1CCC[C@@H]1CNC(=O)c1cc(C#N)c2ccccc2c1OC
  FBPA coupling cs: -1
N#Cc1cccc(-c2ccc3ncnc(N4CCNCC4)c3c2)c1
  FBPA coupling cs: 0
COCCn1c(=O)c(-c2cccc(C#N)c2)nc2cnc(N3CCNCC3)nc21
  FBPA coupling cs: 1

Source: PubChem BioAssay (National Center for Advancing Translational Sciences (NCATS))
